Screening data (PubChem BioAssay)
GLD-1 TGE inh: GLD-1-TGE RNA interaction inhibition (C. elegans); Q17339; purified GLD-1 + fluorescein TGE RNA, fluorescence polarization; inhibition, % at 5.96 µM; 320,000 tested, 0.44% active; AID 2280;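 active means percent inhibition above a per-plate cutoff, the plate mean of test compounds plus 3 SD, cut at about 30% in these data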;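 further: 0% = DMSO wells with GLD-1 and probe and 100% = wells lacking GLD-1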
Bcl-xL primary: blocks human Bcl-xL binding to Bim BH3 peptide. 320,000 tested, 0.7% active. GST-Bcl-xL / FITC-Bim BH3 peptide fluorescence polarization. Q07817. inhibition, % at 10.9 µM;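 active means inhibition above the mean of all tested compounds plus 3 SD, cutoff set per campaign, cut at about 30% in these data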;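 further: 0% = DMSO wells and 100% = unlabeled Bim-BH3 peptide competitor; inhibitors lower millipolarization by displacing the labeled peptide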
Target sequence (Q07817 whole entry, looked up): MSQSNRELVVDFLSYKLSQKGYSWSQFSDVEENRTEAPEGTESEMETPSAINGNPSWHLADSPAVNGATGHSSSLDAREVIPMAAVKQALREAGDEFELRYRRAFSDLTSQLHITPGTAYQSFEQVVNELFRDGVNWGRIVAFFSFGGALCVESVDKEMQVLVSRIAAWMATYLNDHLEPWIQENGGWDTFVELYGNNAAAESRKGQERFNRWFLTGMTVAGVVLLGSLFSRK
PAFAH1B2 FP inh: PAFAH1B2 (human) inhibition; AID 492953; recombinant PAFAH1B2, FP-rhodamine activity probe, fluorescence polarization; P68402; inhibition, % at 3.39 µM; 340,000 tested, 1.2% active;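 active means inhibition above the mean of all tested compounds plus 3 SD, cut at about 24% in these data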;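 further: 0% = enzyme with DMSO and 100% = wells lacking PAFAH1B2; many of its hits are not listed in these tables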
Target sequence (P68402 whole entry, looked up): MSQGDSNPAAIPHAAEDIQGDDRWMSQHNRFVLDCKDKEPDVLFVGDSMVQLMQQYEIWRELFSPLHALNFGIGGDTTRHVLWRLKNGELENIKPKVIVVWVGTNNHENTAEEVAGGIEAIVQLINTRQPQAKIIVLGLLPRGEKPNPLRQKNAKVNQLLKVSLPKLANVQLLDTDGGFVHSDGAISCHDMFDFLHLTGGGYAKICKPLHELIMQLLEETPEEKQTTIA
AHR act: activates the human aryl hydrocarbon receptor | P35869 | AHR-responsive luciferase reporter cells, luminescence | activation, % at 5 µM | 320,000 tested, 2.5% active | AID 2796; in the data active means activation above about 47%;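 further: 0% = vehicle wells and 100% = reference agonist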
Fam108B counter: Fam108B inhibition, counter-screen for RBBP9 inhibitors. inhibition, % at 9.51 µM. recombinant Fam108B, FP-Rh probe fluorescence polarization. 300,000 tested, 0.33% active. AID 1947;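 active means inhibition above the screen mean inhibition plus 3 SD, computed separately per campaign, cut at about 18% in these data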;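 further: inhibitors lower polarization as less probe binds the enzyme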
MEX-5 binding: C. elegans MEX-5 TCR-2 RNA binding activity; Q9XUB2; MEX-5/FITC-TCR2 RNA binding, fluorescence polarization; stronger effect = lower value; activity score (negative = inhibition of binding), % at 10 µM; 300,000 tested, 0.38% active; AID 1832;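 active means inhibition past about -25% in most replicates, and total fluorescence under double the plate's negative control median, limit read from the data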;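 further: 0% = DMSO and -100% = 5 µM competing unlabeled TCR2 RNA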
MCL1-BIM inh: inhibitors of human MCL1 binding to BIM-BH3 peptide. Q07820. GST-MCL1 / FITC-Bim-BH3 fluorescence polarization. inhibition, % at 10.9 µM. 320,000 tested, 0.68% active;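 active means inhibition above the mean inhibition of all tested compounds plus 3 SD, set per campaign, cut at about 40% in these data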;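 further: 0% = DMSO wells and 100% = unlabeled Bim-BH3 peptide control; higher means more loss of mP so more displacement of Bim peptide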
pPAFAH FP inh: inhibitors of human plasma PAF acetylhydrolase (pPAFAH) | Q13093 | 330,000 tested, 1.5% active | AID 463082 | recombinant pPAFAH, FP-rhodamine probe fluorescence polarization | inhibition, % at 3.39 µM;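 active means inhibition above the mean inhibition across the screen plus 3 SD, cut at about 25% in these data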;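 further: inhibitors block binding of the rhodamine activity-based probe so polarization drops; 0% = enzyme with DMSO and 100% = wells lacking pPAFAH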
PME-1 inh: PME-1 (human) inhibition. recombinant PME-1, FP-Rh probe fluorescence polarization. inhibition, % at 5.9 µM. AID 2130. Q9Y570. 320,000 tested, 0.53% active;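 active means inhibition above the campaign mean of all compounds plus 3 SD, cut at about 26% in these data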;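 further: competitive labeling of PME-1 active site by serine hydrolase directed probe; 0% = PME-1 with DMSO and 100% = wells lacking PME-1 enzyme; inhibitors block probe labeling so polarization falls and inhibition rises; many of its hits are not listed in these tables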
Target sequence (Q9Y570 whole entry, looked up): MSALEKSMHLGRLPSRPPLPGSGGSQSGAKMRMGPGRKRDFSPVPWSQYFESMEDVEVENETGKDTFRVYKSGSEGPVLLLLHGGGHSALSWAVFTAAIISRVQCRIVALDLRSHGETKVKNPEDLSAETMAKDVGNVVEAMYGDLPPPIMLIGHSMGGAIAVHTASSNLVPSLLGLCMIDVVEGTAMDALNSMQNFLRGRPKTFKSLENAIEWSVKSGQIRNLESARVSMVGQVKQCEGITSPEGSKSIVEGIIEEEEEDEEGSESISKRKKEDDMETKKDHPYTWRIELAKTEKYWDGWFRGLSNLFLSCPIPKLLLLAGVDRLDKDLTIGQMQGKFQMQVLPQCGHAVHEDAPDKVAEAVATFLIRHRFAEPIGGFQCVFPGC
An asterisk follows results filed as active; . = not tested or not shown. An excerpt. The share of hits here may be higher or lower than overall.

SMILES | GLD-1 TGE inh | Bcl-xL primary | PAFAH1B2 FP inh | AHR act | Fam108B counter | MEX-5 binding | MCL1-BIM inh | pPAFAH FP inh | PME-1 inh
CC(C)(C)C(=O)NC(=S)NCCc1ccccc1 | 1 | 1 | 2 | 5 | -1 | 2.0 | 6 | -3 | 4
Cc1ccc(C(=O)COC(=O)c2nc3nccc(C)n3n2)c(C)c1 | -1 | 3 | -3 | -2 | . | . | 2 | 2 | -4
O=C(c1cc(-c2ccccc2)nn1-c1ccccc1)N1CCN(S(=O)(=O)c2cccc(F)c2)CC1 | 4 | 5 | 9 | 2 | -3 | -0.1 | -5 | 3 | -7
CCOC(=O)C1=C(C)NC(SCC(=O)Nc2cc(C)on2)=C(C#N)C1c1cccs1 (stereo unspecified) | 8 | 3 | -3 | 1 | 0 | -0.9 | -4 | -5 | -9
CCOC(=O)c1c(S(=O)(=O)N2CCN(c3ccc(C(C)=O)cc3)CC2)c(C)n(C)c1C | -5 | 6 | -2 | -1 | -2 | -1.7 | 3 | 7 | 1
CC(C)C(=O)NC(Nc1cc(C(F)(F)F)ccc1Cl)C(Cl)(Cl)Cl (stereo unspecified) | 10 | 6 | 4 | 3 | 7 | -1.6 | -8 | 6 | 5
Cc1ccc(N(CC(=O)Nc2cccc(Cl)c2C)S(C)(=O)=O)cc1 | 2 | -2 | 1 | 0 | 4 | 0.8 | -6 | -3 | 7
Cc1ccc(CN2C(=O)N/C(=C\c3cccn3-c3cccc(C(=O)O)c3)C2=O)cc1 | -2 | 9 | 2 | -1 | 11 | -5.4 | 22 | 14 | 0
O=C(CCCSc1ccccc1)Nc1ccc(Cl)c(S(=O)(=O)N2CCOCC2)c1 | 6 | -4 | -3 | -1 | . | . | 0 | 5 | -9
O=C(Cn1ccc([N+](=O)[O-])n1)NCc1nc2ccccc2[nH]1 | -12 | 2 | -2 | 7 | -9 | 1.7 | 2 | -8 | -5
Cc1ccc(S(=O)(=O)NC(C)(C)CSc2nncn2C)cc1 | 5 | -2 | -1 | -1 | 1 | 1.4 | 3 | 4 | 3
CCN(C(=O)COc1ccc(N(C)S(=O)(=O)c2ccc(NC(C)=O)cc2)cc1)C1CCCCC1 | 0 | . | 9 | 2 | . | . | . | 1 | .
CCNC(=S)NNC(=O)c1cccn(Cc2ccc(Cl)cc2Cl)c1=O | -7 | 4 | 2 | -2 | -1 | 3.6 | 9 | -1 | -2
CCN(CC)C(=O)NC1CCCCCCC1 | -1 | -9 | 2 | 4 | -2 | -0.4 | -10 | -2 | -3
Cc1cccc(C(=O)NC(=S)Nc2ccccc2C(=O)O)c1 | -4 | 6 | -1 | 1 | 6 | -6.3 | 3 | 6 | -2
CCOc1ccc(CN2CCN(C/C=C/c3ccc(OC)cc3)CC2CCO)cc1 (stereo unspecified) | 5 | 0 | -1 | 1 | -2 | 0.5 | 4 | -2 | 4
CCOc1ccc(NC(=O)c2ccc(CNc3c(NC4CCCCC4)c(=O)c3=O)cc2)cc1 | -10 | -1 | -1 | 5 | -6 | 0.4 | -9 | 3 | -2
C/C(CC(=O)NC12CC3CC(CC(C3)C1)C2)=N\NC(=O)c1cnccn1 | -7 | 6 | 6 | 7 | 0 | -1.4 | 13 | 2 | 4
CCn1c(COc2cccc(C)c2)nnc1SCC(=O)N1CCCC1 | 2 | -5 | 7 | 1 | 0 | 0.5 | -6 | 0 | -1
O=C(NCC1CCOCC1)c1cc(COc2cccc(C(F)(F)F)c2)on1 | 5 | 2 | 4 | 1 | -2 | -1.3 | -2 | 2 | -5
CC(C)CC(C)NNC(=O)c1cc2ccccc2[nH]1 (stereo unspecified) | -4 | -3 | 4 | 14 | -7 | 0.1 | 1 | 2 | -3
CCOC(=O)C1CCN(S(=O)(=O)c2csc(C(N)=O)c2)CC1 | 2 | 2 | 3 | 2 | 4 | 0.6 | 31 | 2 | 0
CN(C(=O)c1ccc(NC(=O)C2CCCN(C(=O)OC(C)(C)C)C2)cc1)C1CCCC1 (stereo unspecified) | -1 | . | 5 | -2 | . | . | . | 5 | .
CCCN1CCN(C(=O)c2cn(CC(C)C)c(=O)c3cc(OC)c(OC)cc23)CC1 | 6 | 1 | 7 | -2 | 1 | -0.2 | 7 | 6 | 6
CCc1cccc(C)c1NC(=O)CC1Oc2ccc(C)cc2NC1=O (stereo unspecified) | 4 | 5 | -2 | 3 | 0 | -0.1 | -2 | -5 | -2

Taken from above:
CCN(CC)C(=O)NC1CCCCCCC1 in GLD-1 TGE inh: -1
O=C(NCC1CCOCC1)c1cc(COc2cccc(C(F)(F)F)c2)on1 in GLD-1 TGE inh: 5
CCOc1ccc(NC(=O)c2ccc(CNc3c(NC4CCCCC4)c(=O)c3=O)cc2)cc1 in MCL1-BIM inh: -9

Random excerpt: 2 records from the list
SMILES | GLD-1 TGE inh | Bcl-xL primary | PAFAH1B2 FP inh | AHR act | Fam108B counter | MEX-5 binding | MCL1-BIM inh | pPAFAH FP inh | PME-1 inh
CCOC(=O)C1=C(C)NC(SCC(=O)Nc2cc(C)on2)=C(C#N)C1c1cccs1 (stereo unspecified) | 8 | 3 | -3 | 1 | 0 | -0.9 | -4 | -5 | -9
C/C(CC(=O)NC12CC3CC(CC(C3)C1)C2)=N\NC(=O)c1cnccn1 | -7 | 6 | 6 | 7 | 0 | -1.4 | 13 | 2 | 4

Back to the main list with the five entries that preceded the break.
SMILES | GLD-1 TGE inh | Bcl-xL primary | PAFAH1B2 FP inh | AHR act | Fam108B counter | MEX-5 binding | MCL1-BIM inh | pPAFAH FP inh | PME-1 inh
CC(C)CC(C)NNC(=O)c1cc2ccccc2[nH]1 (stereo unspecified) | -4 | -3 | 4 | 14 | -7 | 0.1 | 1 | 2 | -3
CCOC(=O)C1CCN(S(=O)(=O)c2csc(C(N)=O)c2)CC1 | 2 | 2 | 3 | 2 | 4 | 0.6 | 31 | 2 | 0
CN(C(=O)c1ccc(NC(=O)C2CCCN(C(=O)OC(C)(C)C)C2)cc1)C1CCCC1 (stereo unspecified) | -1 | . | 5 | -2 | . | . | . | 5 | .
CCCN1CCN(C(=O)c2cn(CC(C)C)c(=O)c3cc(OC)c(OC)cc23)CC1 | 6 | 1 | 7 | -2 | 1 | -0.2 | 7 | 6 | 6
CCc1cccc(C)c1NC(=O)CC1Oc2ccc(C)cc2NC1=O (stereo unspecified) | 4 | 5 | -2 | 3 | 0 | -0.1 | -2 | -5 | -2
CCN(CC)CCn1c(=S)[nH]c2ncccc2c1=O | 11 | 6 | 5 | 2 | 5 | 0.2 | 6 | 2 | 8
CNc1cc(F)nc(F)n1 | 3 | 7 | 0 | 0 | 5 | -3.0 | 5 | -2 | 7
CC(=O)c1c(C)nc2ccc(Br)cc2c1C(=O)O | 3 | 2 | -1 | 2 | 0 | -1.0 | 0 | 4 | -2
CC(=O)N1c2ccc(S(=O)(=O)N3CCCC3)cc2CC1C(=O)Nc1cc(C)cc(C)c1 (stereo unspecified) | 7 | 1 | 2 | 9 | -2 | -2.1 | -3 | 8 | 6
O=C(CNc1cccc(S(=O)(=O)N2CCOCC2)c1)N1CCc2ccccc21 | 9 | -3 | 7 | 22 | 1 | 1.7 | -16 | 1 | -5
CN(CCN1CCOCC1)Cc1nc(-c2ccc(Cl)cc2)no1 | 0 | 3 | 0 | 3 | -2 | -0.8 | 5 | 3 | -2
O=C(CN1C(=O)NC2(CCCCCC2)C1=O)c1ccc(Cl)cc1 | 0 | 1 | 0 | 0 | . | . | -4 | 3 | 8
COc1ccc(CNCc2c(O)c(Cl)cc3c(C)c(C)c(=O)oc23)c(OC)c1 | 10 | 5 | -1 | 6 | 0 | 0.9 | 8 | 4 | -4
O=C([C@H](Cc1ccccc1)NS(=O)(=O)c1ccc(Cl)cc1)N1CC[C@@]2(O)CCCC[C@H]2C1 | 3 | 5 | 30* | 1 | -1 | 0.6 | 2 | 5 | -2
CC(C)Oc1ccc(CNC(=S)N/N=C/c2cccnc2)cc1 | 5 | 4 | 5 | 8 | -3 | -0.3 | 10 | 0 | 9
COc1ccccc1CN1CC(C(=O)N2CCN(c3ccc(F)cc3)CC2)CC1=O (stereo unspecified) | 8 | 4 | -2 | 1 | 1 | 2.3 | 7 | -2 | 7
CCOC(=O)[C@@H]1[C@H]2COc3ccccc3[C@@H]2N2C(=O)N(c3ccc(C(F)(F)F)cc3)C(=O)[C@]12C | 3 | 6 | 2 | 0 | 6 | -1.1 | 4 | 1 | -1
Cc1ccccc1NS(=O)(=O)c1cc(C(N)=O)ccc1C | 2 | -3 | -2 | 2 | -5 | 0.0 | 2 | 5 | 0
Cc1cc(C)c(C(=O)NC2CCCc3c2cnn3-c2ccc(C)c(C)c2)c(=O)[nH]1 (stereo unspecified) | 4 | -3 | -6 | 21 | -2 | -0.6 | -13 | -7 | 4
COc1cc(OC)c(OC)cc1CN1CCN(Cc2cccn2C)CC1 | 0 | 5 | -2 | -2 | 2 | -0.6 | 20 | 3 | 2
CC1CN(C(=O)COC(=O)c2cc([N+](=O)[O-])ccc2Cl)CC(C)O1 (stereo unspecified) | 1 | 0 | 2 | 1 | 6 | -0.2 | 2 | 2 | -4
COc1ccc(OC)c(NC(=O)CCN2CCN(c3ccccc3OC)CC2)c1 | 2 | 1 | -2 | 0 | -1 | 0.2 | 11 | 2 | 3
Cc1ccc(NC(=O)C2CCCN(S(=O)(=O)c3ccc4[nH]c(=O)ccc4c3)C2)cc1C (stereo unspecified) | -8 | 3 | -9 | 1 | -12 | -2.5 | 3 | -3 | -22
O=C(CN(C(=O)Cn1nnc(-c2cccs2)n1)c1ccc2c(c1)OCCO2)NCc1ccccc1 | 4 | 4 | 6 | -2 | 0 | 1.8 | 2 | 6 | -2
Cc1nn(-c2nc3ccccc3n2Cc2ccccc2)c2c1C(=O)CC(C)(C)C2 | -1 | 1 | -2 | 3 | -1 | 0.7 | 5 | 8 | 0
CC1=C(C(=O)OCc2ccccc2)C(c2ccccc2[N+](=O)[O-])NC(=O)N1C (stereo unspecified) | 10 | 12 | 6 | 3 | -2 | -39* | 19 | 5 | -1
C/C(=N\Nc1nc2ccccc2[nH]1)c1ccc2c(c1)OCCO2 | -1 | 2 | 4 | 56* | 7 | 1.1 | 6 | 10 | -31
CCOC(=O)c1cc(-c2ccco2)nc2c1c(C)nn2-c1ccccc1 | -1 | 10 | -3 | 5 | -4 | -3.2 | 9 | 11 | 2
CCc1ccc(CN(C)Cc2nc(Cc3ccc(OC)c(OC)c3)no2)nc1 | 5 | 2 | 0 | 7 | 1 | -0.6 | 6 | -4 | -3
Cc1ccc(N(CC(O)CN(C)C)S(=O)(=O)c2ccccc2)cc1 (stereo unspecified) | 5 | 0 | -5 | -1 | -1 | -3.2 | 1 | 5 | 1
CCOC(=O)c1sc(=N)n(-c2ccc(OC)cc2)c1C | 0 | 0 | 1 | -5 | 2 | 0.1 | 10 | 11 | 2
OCC1(Cc2ccccc2C(F)(F)F)CCN(Cc2ccncc2)CC1 | 6 | 2 | -2 | 12 | -6 | 0.7 | 4 | 5 | -3
CSc1nc(-c2ccc(Cl)cc2)nn1C(=O)c1ccccc1 | 5 | -1 | 4 | 9 | 2 | 1.8 | -6 | 2 | -3
CCNc1ccc(S(=O)(=O)N(C)C)cc1[N+](=O)[O-] | 0 | -6 | 4 | 0 | -3 | -2.3 | -18 | 2 | -1
NCCSc1c(-c2ccc(Cl)cc2)[nH]c2ccccc12 | -3 | 1 | 2 | 48* | 4 | 0.2 | 1 | 0 | -5
